Source: PubChem
TRb SRC2 PPI: TRbeta-SRC2 interaction inhibition | P10828 | TRbeta-SRC2 peptide binding, fluorescence polarization; receptor liganded with 1 µM T3 | Potency, µM (titrated, usually from 106 µM), inactives show at the highest dose activity change, negative = inhibition, actives largely listed as inhibitors | 280,000 compounds, 0.065% hits | AID 1469;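 also: plate controls were bound peptide for no effect and peptide without receptor for full effect; nearly all actives have a fitted effect of over 50% in size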
Target sequence (P10828 whole entry, looked up): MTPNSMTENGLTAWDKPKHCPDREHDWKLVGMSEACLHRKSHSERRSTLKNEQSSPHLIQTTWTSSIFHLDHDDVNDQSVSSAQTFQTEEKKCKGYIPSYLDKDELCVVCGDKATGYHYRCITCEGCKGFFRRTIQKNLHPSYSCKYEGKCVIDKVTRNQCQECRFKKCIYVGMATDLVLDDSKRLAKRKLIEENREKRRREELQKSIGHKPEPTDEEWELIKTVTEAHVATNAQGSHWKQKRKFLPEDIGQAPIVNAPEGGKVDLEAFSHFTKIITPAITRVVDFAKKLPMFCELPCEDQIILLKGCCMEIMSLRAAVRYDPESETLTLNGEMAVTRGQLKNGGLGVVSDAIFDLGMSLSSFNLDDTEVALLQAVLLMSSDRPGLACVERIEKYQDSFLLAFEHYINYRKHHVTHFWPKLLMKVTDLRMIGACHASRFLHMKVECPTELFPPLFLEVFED
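Assay buffer: 20 mM Tris-HCl, 100 mM NaCl, 10% glycerol, 1 mM EDTA, 0.01% NP-40, 1 mM DTT, 1 uM T3, 5% DMSO; TRb LBD 0.6 uM, Texas Red SRC2 20 nM; FP after 5 hr.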
TR SRC2 fluor cs: alters Texas Red total fluorescence, flagging assay interference; Potency, µM (highest dose often 106 µM), for the others: at the top dose fluorescence change, negative = quenching; 280,000 compounds, 0.29% hits; TRb/SRC2 Texas Red total fluorescence interference; active = well fitted curve in either direction with a large enough effect; inconclusive = small, poorly fitted or top-dose-only effect
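Human TRβ ligand-binding domain (0.6 uM) and Texas Red SRC2 peptide (20 nM) in Tris buffer with 1 uM T3 and 5% DMSO were incubated with pinned compound for 5 hr at ambient temperature. Total fluorescence was computed as S + 2P (555/632 nm).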
aGal spleen mod: alpha-galactosidase A (human) modulation; P06280; human spleen homogenate, 4MU-alpha-Gal fluorescence, 40 min; Potency, µM (doses to about 80 µM), for inactives: at the highest dose activity change, negative = inhibition, actives largely listed as inhibitors; 240,000 compounds, 0.008% hits; AID 2107;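 also: 0% = enzyme with vehicle and -100% = no enzyme basal signal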
Target sequence (P06280 32-429 limits assumed): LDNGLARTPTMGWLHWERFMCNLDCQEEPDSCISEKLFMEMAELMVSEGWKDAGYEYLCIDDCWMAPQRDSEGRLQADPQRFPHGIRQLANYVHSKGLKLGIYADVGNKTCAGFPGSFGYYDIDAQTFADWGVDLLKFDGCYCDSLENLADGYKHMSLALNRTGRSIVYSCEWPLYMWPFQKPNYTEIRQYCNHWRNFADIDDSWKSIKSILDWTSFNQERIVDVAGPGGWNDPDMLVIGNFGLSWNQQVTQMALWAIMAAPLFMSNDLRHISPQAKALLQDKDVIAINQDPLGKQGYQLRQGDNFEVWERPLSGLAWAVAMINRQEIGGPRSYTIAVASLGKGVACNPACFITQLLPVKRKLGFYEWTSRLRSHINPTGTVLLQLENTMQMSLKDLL
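Fluorogenic readout (Ex 365/Em 440 nm) of 4-methylumbelliferone released from 1 mM 4-MU-alpha-galactoside by spleen homogenate, 40 min at 37C, pH 5.0. Data normalized to no-enzyme and enzyme controls; Hill-equation AC50 from compound titrations.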
Tau ThT inhib: inhibitors of human tau fibril formation, thioflavin T binding. recombinant tau K18 P301L, heparin-induced fibrillization, ThT fluorescence. Potency, µM (top dose mostly 57.4 µM), for the others: at the highest dose activity, negative = inhibition, actives largely listed as inhibitors. 270,000 compounds, 2.1% hits. AID 1460; also: nearly all actives have a fitted effect of over 55% in size
Target sequence (P10636 561-689 P618L limits assumed): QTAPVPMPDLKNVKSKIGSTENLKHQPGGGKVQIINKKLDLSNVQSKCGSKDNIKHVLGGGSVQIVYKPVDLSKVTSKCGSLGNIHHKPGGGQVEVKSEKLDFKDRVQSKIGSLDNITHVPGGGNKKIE
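K18 P301L tau (15 uM + 0.24 uM Alexa 594-tagged), heparin 20 uM, NaOAc pH 7, 6 h 37 C; ThT 30 uM, 1 h RT, ex 450/em 510 nm.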
L3MBTL1 block: inhibitors of human L3MBTL1. Q9Y468. AlphaScreen L3MBTL1–H3K9me1 peptide binding. Potency, µM (doses to about 57.1 µM), for the others: at the top dose activity, negative = inhibition, usual class: inhibitors. 230,000 compounds, 0.66% hits. AID 485360; also: nearly all actives have a fitted effect of over 60% in size
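AlphaScreen assay: L3MBTL1 (50 nM final) was preincubated 30 min at room temperature with biotinylated H3(1-15)K9me1 peptide (75 nM final), then 30 min with library compounds; streptavidin donor and nickel chelate acceptor beads (10 ug/mL final) added, 30 min dark.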
ALDH1A1 inh: ALDH1A1 (human) enzyme inhibition. Purified ALDH1A1, NADH fluorescence, propionaldehyde substrate. Potency, µM (highest dose often 75.3 µM), for inactives: at the top dose activity, negative = inhibition, most hits filed as inhibitors. 220,000 compounds, 7.3% hits. AID 1030; active = well fitted inhibition curve with a large enough effect, not every such curve was filed as active; inconclusive = small, poorly fitted or top-dose-only effect, or another doubt; inactive = no such curve, though single readings can be large or run the other way;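 also: plate controls were no enzyme wells and a reference inhibitor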
Tau fibril FP: blocks human tau fibril formation measured by polarization. Potency, µM (top dose mostly 57.7 µM), without a hit: at the highest dose activity, negative = inhibition, actives largely listed as inhibitors. P10636. K18 P301L tau heparin fibrillization, Alexa594 FP, 6 h. 280,000 compounds, 0.39% hits; also: nearly all actives have a fitted effect of over 55% in size
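Read-out: fluorescence polarization of Alexa 594-labeled tau (0.24 uM), 555 nm excitation, 632 nm emission. Mixtures held 15 uM unlabeled K18 P301L, compound and 20 uM heparin, pH 7 acetate buffer, incubated 6 hr at 37 C.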
Tau fluor cs: counter-screen for tau fibril formation inhibitors; 280,000 compounds, 0.93% hits; tau K18 P301L Alexa594 fluorescence, heparin fibrillization; Potency, µM (doses to about 57.7 µM), inactives show at the top dose activity change, negative = decrease; also: nearly all actives have a fitted effect of over 55% in size
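Human tau K18 P301L (15 uM unlabeled, 0.24 uM Alexa 594-labeled) in 100 mM sodium acetate pH 7 with 20 uM heparin, 6 hr at 37 C. ThT 30 uM added, 1 hr ambient; Alexa 594 FP and total fluorescence read at 555/632 nm.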
Active calls of the source: *; u = inconclusive; x = not tested or not shown; & = joins results of further samples; [ ] = dose if it differs, or a comment. Unless noted, calls follow the shape of the dose curve; as a rule, active = well fitted curve in the direction sought with a large enough effect; inconclusive = small, poorly fitted or top-dose-only effect, or another doubt; inactive = no such curve, though single readings can be large; an effect the other way counts as inactive or inconclusive. Unless noted, % is scaled to controls: 0 for no effect and ±100 for the full control effect; potency is read from the fitted curve at half-maximal effect.

Every second line gives: TRb SRC2 PPI	TR SRC2 fluor cs	aGal spleen mod	Tau ThT inhib	L3MBTL1 block	ALDH1A1 inh	Tau fibril FP	Tau fluor cs
O=C(NC1=C(Nc2ccc(Cl)cc2)C(=O)c2ccccc2C1=O)c1ccccc1
 : -11%	19%	11%	18µM*	-27%	-4%	-13%	u
CCn1ncc(C2=NOC(C(=O)Nc3ccccc3C(=O)OC)C2)c1C (stereo unspecified)
 : -3%	-3%	-16%	-8%	-4%	u	3%	-7%
CCN(CC)S(=O)(=O)c1ccc(N2CCCCC2)c(NC(=O)/C=C/c2ccc(OC)c(OC)c2)c1
 : 0%	-9%	2%	-7%	-8%	u	-9%	-21%
C/C(=N\NC(=O)CSCc1ccc([N+](=O)[O-])cc1)c1ccccc1O
 : 2%	-3%	4%	u	-2%	-7%	0%	-24%
O=C1CC(N(Cc2cccs2)C(=O)Nc2ccccc2)C(=O)N1c1ccc(Cl)cc1 (stereo unspecified)
 : -10%	1%	-4%	5%	-14%	2%	u	u
Cc1ccc(-n2[nH]c(C)c(/C=N/NC(=O)c3cccc([N+](=O)[O-])c3)c2=O)cc1C
 : 9%	-20%	3%	u	u	u	3%	-23%
O=C1CCN(CCc2ccccc2)CCN1[C@H](CSc1ccc(Br)cc1)Cc1ccccc1
 : -12%	-1%	0%	-9%	x	x	9%	9%
CCCCOC(=O)Nc1ccccc1C(=O)OC
 : 2%	0%	7%	8%	12%	-7%	-13%	-9%
COc1ccccc1NC(=O)CSC1=NC(=O)C(NC(C)=O)C(=O)N1 (stereo unspecified)
 : -7%	0%	1%	-11%	x	u	-4%	-5%
Cc1ccc(Cl)cc1NC(=O)COC(=O)CC1CC2CCC1C2 (stereo unspecified)
 : 2%	-2%	0%	-17%	x	-12%	1%	-29%
CCOc1cc(/C=N/O)cc(Cl)c1OC
 : -11%	-1%	-9%	-3%	10%	20%	-5%	-7%
CCC(=O)c1c(OCc2ccccc2)ccc2c(C)cc(=O)oc12
 : -1%	-2%	4%	u	x	u	-7%	-18%
O=C(c1cccs1)N1CCN(c2ccccc2)CC1
 : 1%	-1%	2%	-5%	2%	-1%	7%	4%
Cc1cccc(N(CC(=O)Nc2ccc(F)cc2)S(C)(=O)=O)c1
 : 2%	-1%	2%	7%	x	4%	-3%	-9%
O=C(O)c1cccc(Nc2ncnc3ccc(Br)cc23)c1
 : 4%&7%	-3%&-4%	2%	-10%&-1%	7%	1%	-4%&-1%	-1%&0%
C=CCC(Nc1ccco1)c1ccccc1 (stereo unspecified)
 : -12%	-1%	0%	u	x	22µM*	1%	-17%
COc1ccc(Nc2nnc(-c3ccc(C)c(S(=O)(=O)N4CCOCC4)c3)c3ccccc23)cc1
 : -9%	2%	x	-4%	x	x	u	u
COc1ccc(-c2ccnc3c(C#N)cnn23)cc1
 : 4%	2%	-5%	8%	-14%	0%	3%	7%
COc1cc2nc(N3CCN(C(=O)OCc4ccccc4)C(C(=O)NC(C)(C)C)C3)nc(N)c2cc1OC (stereo unspecified)
 : 13%	-1%	15%	-13%	x	u	4%	u
CCCCNC(=O)CCCN1C(=O)CCn2nc(-c3cccn3C)cc21
 : 1%	-4%	x	6%	x	x	7%	8%

(listing goes on)
Every second line gives: TRb SRC2 PPI	TR SRC2 fluor cs	aGal spleen mod	Tau ThT inhib	L3MBTL1 block	ALDH1A1 inh	Tau fibril FP	Tau fluor cs
COc1cccc(CN(C)C(=O)c2cccc(OC3CCN(C4CCCC4)CC3)c2)c1
 : -5%	-3%	-4%	0%	-1%	6%	u	-10%
O=C(NC(Cc1c[nH]c2ccccc12)c1nnc2n1CCCCC2)c1cccs1 (stereo unspecified)
 : 2%	0%	3%	0%	-3%	4%	3%	-6%
COC(=O)Cn1c(=NC(=O)c2cc(-c3cccs3)nc3ccccc23)sc2cc(S(N)(=O)=O)ccc21
 : -9%	-3%	22%	-6%	15%	u	-12%	u
CCOC(=O)c1c(C)[nH]c(C(=O)/C(C#N)=C/c2ccc(OCC)cc2)c1C
 : 7%	-1%	11%	u	-2%	3.2µM*	4%	u
CC(C)CSc1oc(-c2ccco2)nc1S(=O)(=O)c1ccc(Br)cc1
 : 6%	0%	x	-18%	x	x	-9%	u
COc1ccc(NC(=S)NCCCN2CCCC2=O)c(OC)c1
 : -9%	-1%	-9%	0%	-3%	u	4%	4%
Cc1cccc(NC(=O)CCN2CCOCC2)c1
 : -4%	-4%	7%	-3%	1%	5%	-3%	-5%
COc1ccc(N2C(=O)CCC(C(=O)N3CCCCC3)C2c2ccc(F)cc2)cc1 (stereo unspecified)
 : -2%	1%	-4%	-1%	3%	-7%	1%	0%
CC(C)Nc1nc(Cl)nc(N(C#N)CN2C(=O)c3ccccc3S2(=O)=O)n1
 : 4%	-1%	1%	u	5%	22µM*	u	-25%
N#Cc1c(-c2ccc(F)cc2)cc(-c2ccccc2)nc1SCC(=O)NCC(=O)O
 : -2%	-3%	1%	u	0%	8.9µM*	u	-16%
CN1C(=O)C(CCC(N)=O)NC1=S (stereo unspecified)
 : -2%	-7%	5%	-4%	10%	x	1%	0%
Cc1cccc(CNC(=O)c2cccc(NC(=O)N3CCSc4ncccc43)c2)c1
 : -5%	0%	x	7%	x	x	0%	1%
N#Cc1cc2c(nc1SCC(=O)O)CCCCC2
 : 1%	2%	-5%	-3%	-10%	u	7%	5%
Clc1ccc(OCc2nnc(SCCN3CCCCC3)n2Cc2ccco2)cc1
 : -1%	-4%	-4%	-3%	x	-11%	3%	-3%
COc1ccc(-c2csc(NC(=O)c3cc(C)on3)c2C#N)cc1OC
 : 1%	0%	-15%	-4%	x	u	7%	4%
CC1=CC(C)(C)N(C(=O)CSc2ncn[nH]2)c2ccccc21
 : 4%	3%	2%	0%	x	13µM*	-8%	-11%
Cc1nc(N2CCOCC2)c2nc(-c3ccccc3)n(CCN3CCOCC3)c2n1
 : -7%	1%	-3%	-8%	x	u	-1%	-8%
Cc1cccc(C)c1NC(=O)NCCSc1snnc1C
 : 4%	1%	1%	3%	1%	6%	-3%	-6%
N#C/C(=C\c1cccc(Cl)c1)C(=O)c1ccccc1
 : -6%	-5%	6%	-11%	-3%	0.71µM*	-1%	-18%
CSc1ccc(/C=N/N2CCN(Cc3ccc(Cl)cc3)CC2)cc1
 : 1%	-1%	-1%	u	x	5%	9%	-28%

(further entries)
Every second line gives: TRb SRC2 PPI	TR SRC2 fluor cs	aGal spleen mod	Tau ThT inhib	L3MBTL1 block	ALDH1A1 inh	Tau fibril FP	Tau fluor cs
N#Cc1ccc(CSc2nnc(NC(=O)CN3C(=O)C4CC=CCC4C3=O)s2)cc1 (stereo unspecified)
 : -15%	0%	19%	-14%	x	0%	-4%	-24%
Cc1ccc(NC(=O)CCc2c(C)nc3ncnn3c2C)cc1Cl
 : -7%	-2%	x	3%	x	x	-10%	-6%
Cc1ccc(/C(N)=N/OC(=O)c2cccs2)cc1
 : 3%	1%	-8%	-7%	19%	5%	-7%	-15%
c1cc(CNC2=NCCCCC2)ccn1
 : 9%	0%	8%	1%	x	0%	0%	-6%
CCOC(=O)N1CCN(C(=O)CS(=O)Cc2nc(-c3cccc(C)c3)oc2C)CC1 (stereo unspecified)
 : -5%	-4%	-5%	-13%	x	u	8%	-10%
Cc1ccc(/C(N)=N/OC(=O)c2ccc(Cl)cc2Cl)cc1
 : 6%[53 µM]	-2%[53 µM]	-2%	u	19%	4%	-14%	-14%
CC(C)C1=Nc2cccc3cccc(c23)N1
 : -12%	-5%	-1%	u	-2%	-1%	-10%	-29%
Cc1ccc(-c2nc3cc(C(C)C)ccc3o2)cc1NC(=O)c1cc2ccccc2o1
 : 11%	-2%	x	u	x	x	-5%	u
Cc1ccc(CCNC(=O)CCNS(=O)(=O)c2ccc3c(c2)c(=O)n(C)c(=O)n3C)cc1
 : -3%	-6%	-11%	-5%	0%	-14%	-5%	-2%
CC(=O)Nc1ccc(C(=O)Cn2nnc3ccccc3c2=O)cc1
 : -10%	1%	-4%	-7%	u	8.9µM*	1%	-1%
Cc1ccc(S(=O)(=O)NNc2ccccc2)c(C)c1
 : 9%	2%	-4%	22µM*	7%	7.1µM*	u	-14%
CCCN(CCC)CCNC(=O)c1cc(-c2ccc(Br)s2)nc2ccccc12
 : 1%	-11%	x	-10%	x	x	u	u
O=C(Nc1ccc(Cl)cc1)OCCN1CCN(Cc2ccccc2)CCC1=O
 : 5%	-10%	5%	-2%[81.4 µM]	x	5%	-7%[81.3 µM]	-16%[81.3 µM]
O=C(Nc1ccc(NC(=O)c2ccco2)c(Cl)c1)c1ccccc1
 : 5%	1%	1%	u	5%	u	3%	4%
OCCCNc1ncnc2c1[nH]c1ccccc12
 : -7%	-6%	-4%	-11%	47%[activator]	x	13%	-14%
COC(=O)c1ccc(NC(=O)c2c(NCc3cccc(F)c3)sc3c2CCCC3)cc1
 : 1%	-6%	x	u	x	x	-6%	u
COc1cc(-c2cc3nc4ccccc4n3c(N)c2C#N)cc(OC)c1OC
 : 0%	-2%	10%	x	x	x	-10%	-7%
CCOc1ccc(C(=O)NCC(c2ccc3c(c2)OCO3)N2CCOCC2)cc1 (stereo unspecified)
 : 5%	0%	x	-1%	x	x	-1%	0%
COc1cc(OC)c(NC(=O)NCc2cccn2Cc2ccccc2)cc1Cl
 : -9%	-3%	x	-17%	x	x	-11%	14µM*[quencher]

In the list so far, these have a nitro group on carbon:
Every second line gives: TRb SRC2 PPI	TR SRC2 fluor cs	aGal spleen mod	Tau ThT inhib	L3MBTL1 block	ALDH1A1 inh	Tau fibril FP	Tau fluor cs
C/C(=N\NC(=O)CSCc1ccc([N+](=O)[O-])cc1)c1ccccc1O
 : 2%	-3%	4%	u	-2%	-7%	0%	-24%
Cc1ccc(-n2[nH]c(C)c(/C=N/NC(=O)c3cccc([N+](=O)[O-])c3)c2=O)cc1C
 : 9%	-20%	3%	u	u	u	3%	-23%
